High-throughput results (PubChem)
Cneo AK release = Cryptococcus neoformans lysis via adenylate kinase release; C. neoformans lysis, adenylate kinase release luminescence, 4 h; normalised: neutral wells 0, clomiphene wells 100; lysis activity, % at 15 µM; 0.2% of 360,000 active;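 active = mean lysis activity across replicates of at least 80%, whatever share of replicates individually reach that level; inactive = mean lysis activity below 80%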
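Test system: log-phase Cryptococcus neoformans yeast cells; Quantity: yeast cell density of 5 × 10^6 cells/mL; Buffer or medium: YPD; Doses: single compound concentration per well; Timing: 4 h at 37 °C static, read 1 h later; Measured by: AK luminescence; Read-out basis: lysis from increased AK signal; Control set: Clomiphene as positive control.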
PGC1a acetyl inh = lowers PGC1a acetylation signal in U2OS cells. AID 651687. AlphaScreen anti-acetyl-lysine; with virally co-expressed GCN5 acetyltransferase. 0.17% of 350,000 active. inhibition, % at 15.6 µM;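 active = every replicate shows inhibition of at least 40%; inconclusive = mean inhibition at least 40% but some replicate below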;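 also: 0% = neutral control wells and 100% = positive control wells; some results beyond the cut were filed as inactive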
Statin myotox sup = suppressors of simvastatin-induced myotoxicity in C2C12 myotubes | rescue of ATP level, % at 7.49 µM | 0.78% of 330,000 active | ATP luminescence, 48 h; scaled: DMSO 0, geranylgeraniol control 100;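 active = mean ATP rescue above about 67%, or every replicate alone reaching that limit, limit read from the data, passing the limit was not always enough; inconclusive = no clear call, values can overlap the other calls; inactive = mean under the limit and some replicate under it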;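 also: myotubes were challenged with 10 µM simvastatin during compound exposure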
* = called active by the depositor; ? = inconclusive. Not all compounds are listed, so the mix of outcomes need not match the whole.

SMILES,Cneo AK release,PGC1a acetyl inh,Statin myotox sup
CCOC(=O)C1CN(S(=O)(=O)c2ccc(C)cc2)c2cc(S(=O)(=O)CC)ccc2O1 (centres undefined),-2,-54,-3
COC(=O)CC1C(=O)NCCN1C(=O)c1ccccc1 (centres undefined),2,-12,17
COc1ccccc1-n1c(CNC(=O)c2ccco2)nnc1SCC(=O)Nc1cc(C)ccc1C,1,-9,0
CC(C)[C@H](NC(=O)OCc1ccccc1)C(=O)OCC(=O)NC1CCCCC1,0,-2,10
Cc1ccc(-c2cc(C(=O)N/N=C/c3c(C)nn(C)c3C)c3ccccc3n2)cc1C,-1,-6,-4
COc1cc(C(=O)Nc2cnc(NC(=O)C(C)C)cc2C)cc(OC)c1OC,-1,-17,-8
Cc1c(OCc2nn[nH]n2)ccc2c3c(c(=O)oc12)CCCC3,0,0,5
O=C(CCC(=O)N1CCN(C2CCCC2)CC1)Nc1nnc(C(F)(F)F)s1,-1,4,-6

Next records follow:
SMILES,Cneo AK release,PGC1a acetyl inh,Statin myotox sup
O=C1C(Cl)=C(Nc2ccccc2O)C(=O)N1c1ccccc1,-2,-28,10
O=C1c2ccccc2C(=O)N1CCCC(=O)N1CCCc2ccccc21,-4,-4,-1
COc1ccccc1NC(=O)CCS(=O)(=O)c1ccc2c(c1)NC(=O)C(C)S2 (centres undefined),2,5,6
CCOCC(=O)Nc1nnc(Cc2ccc(OC)c(OC)c2)s1,1,-1,3
CN1CCN(c2ccc(NC(=O)COc3ccc(Cl)cc3Cl)cc2)CC1,3,-19,14
O=C(Nc1ccccc1Cl)N1CCN(c2ncccn2)CC1,-27,-2,-2
CCOC(=O)C1=C(N)Oc2cc(C)n(CCc3ccc(OC)c(OC)c3)c(=O)c2C1c1cccnc1 (centres undefined),1,-16,0
CN1CCN(C(=O)c2ccc(N(Cc3ccccc3Cl)S(C)(=O)=O)cc2)CC1,-1,5,-1

Other results.
SMILES,Cneo AK release,PGC1a acetyl inh,Statin myotox sup
Cn1cc(C(=O)Nc2ccc(F)c(F)c2)cn1,2,44,90*
CCOC(=O)COc1ccc2nsnc2c1,2,-4,58
CCCn1c(=O)c(C(=O)NCc2ccccn2)c(O)c2ccccc21,0,-8,-3
Cc1cc(C)cc(OCC(=O)Nc2ccc(F)cc2)c1,0,-9,10
CC(C)CC(=O)NS(=O)(=O)c1ccc(N)cc1,1,-3,-7
O=C1NCCN1C(=O)C12CC3CC(CC(C3)C1)C2,2,0,3
Cc1ccc(SC/C(O)=C(\C#N)c2nc3ccccc3n2C)cc1,34,-5,-45
CCCCNC(=O)COC(=O)c1ccc(Cl)c(S(N)(=O)=O)c1,-1,6,3

(further entries)
SMILES,Cneo AK release,PGC1a acetyl inh,Statin myotox sup
CC1(C)C(c2ccco2)=[N+]([O-])C2(CCCCC2=O)N1O (centres undefined),4,-8,7
CCOC(=O)c1ccc(NCC(O)COc2ccccc2)cc1 (centres undefined),0,-4,5
CC(C)(O)C#Cc1ccc(C(=O)N2CCC(C(N)=O)(N3CCCCC3)CC2)cc1,0,4,11
CC(CC#CCN1CCOCC1)OCCC#N (centres undefined),5,-9,-4
COC(=O)CSc1nc(C)c2ccc(OC)cc2n1,-1,-1,-2
C=C(C)c1cccc(C(C)(C)NC(=O)N2CCN(CC(N)=O)CC2)c1,-2,0,-3
O=C(c1ccc(F)cc1)N1CCC(O)(c2cccnc2)CC1,1,-2,15
NC(=O)[C@@H]1CCCCNc2c(F)cc([N+](=O)[O-])cc2C(=O)N[C@@H](CC(=O)O)C(=O)N[C@@H](CCC(=O)O)C(=O)N1,8,13,22

(further entries)
SMILES,Cneo AK release,PGC1a acetyl inh,Statin myotox sup
CCOC(=O)Cc1csc(NC(=O)c2ccc3c(c2)OCO3)n1,3,-9,4
Cc1nnc(-c2cnn(C)c2N)n1Cc1ccccc1F,-1,-2,-4
C#CCOCCOCCOCCNc1nc(N2CCN(C(=O)CCCCCCCCCCNC(=O)[C@H]([C@@H](C)CC)n3cc(CCCCN=C(N)N)nn3)CC2)nc(N2CCN(C(=O)CCCCCCCCCCNC(=O)[C@H](CO)n3cc(CCCCCN)nn3)CC2)n1,-1,27,-99
COc1ccccc1NC(=O)CN(Cc1ccco1)C(=O)c1ccc(-n2nc(C)cc2C)cc1,0,5,1
COc1ccccc1N1C(=O)CCC1(C#N)c1ccccc1 (centres undefined),-1,2,-3
Cc1cc(NC(=O)Cn2c(=O)c3c(ncn3CCC(C)C)n(Cc3ccccc3)c2=O)no1,-3,-14,9
O=C1NC2(CCCCC2)Cc2ccccc21,-2,6,-28
CCN(CC)C(=O)CSc1nc2ccccc2c(=O)n1OC(C)C,-4,-18,-9

Next part
SMILES,Cneo AK release,PGC1a acetyl inh,Statin myotox sup
Cc1sc2ncnc(N(C)Cc3ccco3)c2c1C,1,3,16
O=C(NCC1CCCO1)Nc1cccc(Cl)c1 (centres undefined),5,17,-1
CCOC(=O)c1cnn(-c2ccccc2)c1-n1cccc1,4,-23,107*
COc1cc2oc(=O)cc(-c3ccc(-c4ccc(C(F)(F)F)cc4)cc3)c2c(OC)c1OC,1,-4,-6
CC(C)OCCCNC(=O)C1CCC(=O)N1C(C)C (centres undefined),-1,-6,-2
CCCCNC(=S)Nc1ccccc1F,-5,-2,4
O=C(NCc1cccnc1)C(=O)Nc1cc2c3c(c1)CC(=O)N3CCC2,1,4,-14
O=C(O)CCCC(=O)Nc1ccccc1C(=O)N1CCCC1,0,44,12

Continuation.
SMILES,Cneo AK release,PGC1a acetyl inh,Statin myotox sup
O=C(Nc1ccc(CN2CCOCC2)cc1)c1ccc(-c2cccc(Cl)c2)o1,12,1,6
Cc1c(O)ccc(C(=O)CN2C(=O)c3ccccc3C2=O)c1O,0,-3,-5
COc1ccc(C(=O)NC(=S)Nc2ccc3c(c2)Cc2ccccc2-3)cc1,0,-9,-63
CCCn1c(NCc2cccc(OC)c2O)nc2ccccc21,-1,-2,-13
CCOc1[nH]n(-c2ccccc2)c(=O)c1C=Nc1ccc(Cl)cc1,5,3,120*
CCOc1ccc(C(=O)NC(=S)Nc2ccccn2)cc1[N+](=O)[O-],0,5,20
CC(NC(=O)C1CC=CCC1C(=O)O)C1CC2CCC1C2 (centres undefined),2,0,98*
CCC(=O)Nc1ccc(NC(=O)C23CC4CC(CC(C4)C2)C3)cn1,1,-3,-26

Following part
SMILES,Cneo AK release,PGC1a acetyl inh,Statin myotox sup
COc1ccc(C(C)=O)cc1COC(=O)Cn1cnc2ccccc2c1=O,0,13,9
O=C(CN1CCC(O)(c2ccc3c(c2)OCO3)CC1)OC1CCCCC1,-1,3,-3
Cc1ccccc1NC(=S)NN1CCN(C)CC1,-3,-1,7
CC(=O)c1ccc(OCCCC(=O)OCC(=O)N2CCN(c3ccccc3)CC2)cc1,2,1,3
Cc1cc(C)n2nc(SCC(=O)Nc3c(C)n(C)n(-c4ccccc4)c3=O)nc2n1,0,9,-10
COc1cc(-c2nnc3sc(-c4cccs4)nn23)cc(OC)c1OC,1,-5,7
O=C(c1cccs1)N1CCN(C(=O)c2ccco2)c2ccccc2C1,-3,3,-5
O=S(=O)(N1CCOCC1)n1cnc2ccccc21,-4,10,29

Next part.
SMILES,Cneo AK release,PGC1a acetyl inh,Statin myotox sup
Cc1cccc(N2C(N)=C(C#N)C(C#N)(C#N)C2c2ccccc2)c1 (centres undefined),2,10,8
NC(=O)C1CCN(C2CC(=O)N(c3cccc(F)c3)C2=O)CC1 (centres undefined),1,-5,-2
CCn1nc(C)c(Oc2ccccc2O)c1C,-2,-1,-10
CCOC(=O)CSc1nc(N)c(C#N)c(-c2cccs2)c1C#N,0,8,-3
COc1cc2c(cc1OC)C1=C(C#N)CCC(=O)N1CC2,-1,7,?
O=C(O)CSCCn1cccn1,0,3,-4
Cc1cccc(NC(=O)Cn2c(C)c(C#N)c3ccccc32)c1C,1,-6,7
O=C1/C(=C/c2ccc3c(c2)OCO3)Oc2cc(OCC(=O)N3CCC[C@H]3C(=O)O)ccc21,-7,-2,7

Continued.
SMILES,Cneo AK release,PGC1a acetyl inh,Statin myotox sup
COc1ccc(CCNC(=S)Nc2cc(C)cc(C)c2)cc1,26,-4,4
O=C(NNc1ncc(C(F)(F)F)cc1Cl)c1c(Cl)cccc1Cl,4,-9,-58
Cc1cc(OCC(=O)NCc2ccccn2)cc(C)c1Br,18,5,17
O=C(CSc1ccccc1)Nc1ccncc1,-1,-24,-3
O=C(Nc1nc2c(s1)CN(Cc1ccccc1)CC2)c1cccc(S(=O)(=O)N2CCc3ccccc32)c1,-3,0,-2
O=S(=O)(c1ccc(Sc2nnc3ccccn23)nc1)N1CCOCC1,15,3,5
CC1=CS/C(=C(/C#N)C(=O)N2CCOCC2)N1c1ccccc1,0,-10,4
CN(C)c1oc(COc2ccccc2F)nc1C#N,1,5,-2

New compounds follow
SMILES,Cneo AK release,PGC1a acetyl inh,Statin myotox sup
CC(C)(C)CC(C)(C)NC1=CC(=O)OC12CCCCC2,0,-5,3
C#CCOCCOCCOCCNc1nc(N2CCN(C(=O)CCCCCCCCCCNC(=O)Cn3cc(CCCCCN)nn3)CC2)nc(N2CCN(C(=O)CCCCCCCCCCNC(=O)[C@@H](CCC(=O)O)n3cc(CCCCCN)nn3)CC2)n1,1,-5,9
Cc1ccc(CSCc2nnc(SCC(=O)N3CCN(c4ccccc4)CC3)n2C)cc1,0,2,16
CCOC(=O)N1CCN(C(=O)c2nn(-c3ccc(C)cc3)c(=O)c3c2c2ccccc2n3C)CC1,0,3,7
c1csc(Cc2nn3c(-c4ccncc4)nnc3s2)c1,0,27,17
Cc1occc1C(=O)Nc1ccc2c(c1)OCCO2,-4,4,-39
Cc1cc(NC(=O)c2cncc(Br)c2)no1,-1,2,5
N#Cc1c(C(F)(F)F)cc(-c2ccccc2)nc1SCC(=O)N1CCOCC1,1,11,-6

Going on with the list.
SMILES,Cneo AK release,PGC1a acetyl inh,Statin myotox sup
O=C(O)C1C2C=CC(O2)C1C(=O)NCCC1=CCCCC1 (centres undefined),-2,-12,-2
Cc1cc(C)c(C#N)c(OCC(=O)c2ccccc2)n1,0,-30,12
CC(C)Nc1nc(NC(C)C)nc(C(N)=O)n1,8,0,-2
Cc1cccc(NC(=O)c2ccc3ccccc3n2)c1C,-6,-9,11
O=C(O)CCCC(=O)Nc1ccc(Cl)c(Cl)c1,0,-1,7
O=S(=O)(c1ccc2nc(COc3ccccc3)[nH]c2c1)N1CCOCC1,2,9,-2
COc1ccccc1NC(=S)NNC(=O)c1nn(C)cc1Cl,-1,-6,3
Cc1nc(NC(=O)C2CC2)sc1C(=O)N1CCCCC1,1,4,1

Next structures:
SMILES,Cneo AK release,PGC1a acetyl inh,Statin myotox sup
Cn1ccnc1SCCC#N,-1,-1,8
CCc1ccc(NC(=O)CSc2nnc(COc3ccc4c(c3)CCCC4)o2)cc1,-1,1,1
CNc1ccccc1-n1ccc(-c2ccccc2)n1,-1,0,-4
O=P(c1ccccc1)(c1ccccc1)C(O)c1ccco1 (centres undefined),3,2,11
CS(=O)(=O)c1ccc(-c2nn[nH]n2)cc1,0,3,-3
Cc1cc(C)cc(Nc2ccc([N+](=O)[O-])nc2[N+](=O)[O-])c1,-1,-3,20
CCn1c(SCC(=O)Nc2ccccc2N2CCOCC2)nnc1-c1ccccc1O,5,2,11
CCOc1ccccc1C(C(=O)NC1CCCC1)N(Cc1ccco1)C(=O)CNC(=O)c1ccco1 (centres undefined),0,-6,13

Sorted by heavy-atom count (lowest first): part of the list above
SMILES,Cneo AK release,PGC1a acetyl inh,Statin myotox sup
CS(=O)(=O)c1ccc(-c2nn[nH]n2)cc1,0,3,-3
CNc1ccccc1-n1ccc(-c2ccccc2)n1,-1,0,-4
CCc1ccc(NC(=O)CSc2nnc(COc3ccc4c(c3)CCCC4)o2)cc1,-1,1,1
CCOc1ccccc1C(C(=O)NC1CCCC1)N(Cc1ccco1)C(=O)CNC(=O)c1ccco1 (centres undefined),0,-6,13

(further entries)
SMILES,Cneo AK release,PGC1a acetyl inh,Statin myotox sup
O=C(OCc1c(Cl)cccc1Cl)c1cccnc1,-1,-5,11
CSc1nsc(SCc2ccc(F)cc2)n1,-1,1,-15
CCC(=O)Nc1nonc1-c1nc2ccccc2n1N(C(=O)CC)C(=O)CC,2,1,-1
COc1cc(C(N)=O)ccc1OCc1ccccc1,2,7,117*
Cc1cc(C(=O)CSc2ccc(F)cc2)cc(C)c1OC(=S)N(C)C,-5,-5,12
COc1ccc(CCNC(=O)c2ccc(Cl)cc2Cl)cc1,-2,-16,0
CCOc1ccccc1N(CC(=O)Nc1ccc2c(c1)OCO2)S(C)(=O)=O,0,-11,5
